# Screening results as filed in PubChem BioAssay.
# AmpC det inh: inhibitors of E. coli AmpC beta-lactamase with detergent | AID 584 | actives 0.09% (n = 71,000) | purified AmpC, nitrocefin hydrolysis with detergent | Potency, µM (top dose mostly 28.7 µM), for inactives: top-dose activity change, negative = inhibition; active means well fitted curve in the direction sought with a large enough effect
# Target sequence (P00811 whole entry, looked up): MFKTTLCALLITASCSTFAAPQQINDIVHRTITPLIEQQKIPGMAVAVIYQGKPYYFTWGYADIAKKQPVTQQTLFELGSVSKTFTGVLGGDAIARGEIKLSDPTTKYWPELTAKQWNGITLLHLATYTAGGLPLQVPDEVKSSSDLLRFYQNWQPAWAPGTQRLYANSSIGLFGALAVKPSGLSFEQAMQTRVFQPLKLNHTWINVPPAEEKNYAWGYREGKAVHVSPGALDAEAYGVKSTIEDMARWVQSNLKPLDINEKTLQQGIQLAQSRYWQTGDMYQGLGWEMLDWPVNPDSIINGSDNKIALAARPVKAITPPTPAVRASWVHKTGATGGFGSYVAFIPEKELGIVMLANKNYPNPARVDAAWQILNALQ
#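 E. coli AmpC (5.3 nM) in 20 mM phosphate pH 7.0 with 0.01% Triton X-100, preincubated 15 min RT with compound; nitrocefin (2 uL of 800 uM stock) hydrolysis followed by 480 nm absorbance every 20 s over 4 min.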
# * = called active by the depositor; & = joins results of further samples; [ ] = another dose, or the depositor's remark. On the % scale 0 is the no-effect control and ±100 the full control effect; potency means the concentration at half of the fitted maximal effect.
compound | AmpC det inh
O=C(Nc1cccnc1)Nc1ccccc1Cl | -0.3%
CCCNC(=O)CS(=O)(=O)Cc1nc(-c2cccc(OC)c2)oc1C | 6.2%
O=c1oc2c(CN3CCCCC3)c(O)ccc2cc1-c1nc2ccccc2[nH]1 | 10.9%
Cc1cccc(CNc2cc(-c3cccc(C#N)c3)ncn2)c1 | 7.6%
CCOc1ccc(NCc2nnc(SCC(=O)Nc3cc(C)on3)n2-c2ccc(OC)cc2)cc1 | -7.8%
Cc1ccc2nc(-c3ccccc3)cn2c1 | 1.9%
O=C(CSc1nnc2c3c4c(sc3ncn12)CCCC4)NCc1ccco1 | -1.1%
O=C(NC1CCCCCC1)C1CCN(S(=O)(=O)c2ccccc2)CC1 | -2.7%
O=C(O)c1cccc(-n2nnnc2SCc2ccccn2)c1 | 0.2%
COC(=O)C1=CN(CC2CCCO2)C=C(C(=O)OC)C1c1ccsc1 (stereo unspecified) | -0.5%
Cc1ccccc1Cc1c(C)nc2c(C(=O)NCc3ccco3)cnn2c1C | 0.4%
Clc1ccc(Cl)c(-c2nn3c(COc4ccccc4)nnc3s2)c1 | -5.9%
COc1ccc(OC)c(-n2cnc3cc(C(=O)O)ccc32)c1 | -4.0%
CC(=O)Nc1ccc(NS(=O)(=O)c2ccc(Cl)c(C(=O)O)c2)cc1 | -4.0%
COc1cccc2sc(N(C)c3ccccc3)nc12 | -7.1%
Cc1ccc2[nH]c(=O)c(CN(CCc3ccccc3)C(=O)N3CCOCC3)cc2c1 | 15.6%
COc1ccc(C[C@@H](N)c2ccc(OC)cc2)cc1 | -2.8%[5.75 µM]
Cc1cc(C)cc(NC(=O)c2cc(S(=O)(=O)NCc3ccco3)ccc2F)c1 | -6.9%
COc1ccccc1CNc1ncncc1-c1ccccc1Cl | 8.2%
Cc1cc(C(F)(F)F)nc(SCC(=O)NC2=NC(=O)C(C)S2)n1 (stereo unspecified) | -3.0%

# Filtered by structure: those above containing two or more sulfur atoms (2)
compound | AmpC det inh
O=C(CSc1nnc2c3c4c(sc3ncn12)CCCC4)NCc1ccco1 | -1.1%
Cc1cc(C(F)(F)F)nc(SCC(=O)NC2=NC(=O)C(C)S2)n1 (stereo unspecified) | -3.0%

# As entered above:
# AmpC det inh, CC(=O)Nc1ccc(NS(=O)(=O)c2ccc(Cl)c(C(=O)O)c2)cc1 is entered as -4.0%
# AmpC det inh, Cc1ccc2nc(-c3ccccc3)cn2c1 is entered as 1.9%
# AmpC det inh, CCOc1ccc(NCc2nnc(SCC(=O)Nc3cc(C)on3)n2-c2ccc(OC)cc2)cc1 is entered as -7.8%
# AmpC det inh, COc1cccc2sc(N(C)c3ccccc3)nc12 is entered as -7.1%

# The listing picks up with the three entries that preceded the break.
compound | AmpC det inh
Cc1cc(C)cc(NC(=O)c2cc(S(=O)(=O)NCc3ccco3)ccc2F)c1 | -6.9%
COc1ccccc1CNc1ncncc1-c1ccccc1Cl | 8.2%
Cc1cc(C(F)(F)F)nc(SCC(=O)NC2=NC(=O)C(C)S2)n1 (stereo unspecified) | -3.0%
Nc1nonc1-c1noc(-c2ccc(Br)o2)n1 | -1.4%
O=C(c1ccc2c(c1)OCCO2)N1CCCCC1 | 6.2%&-2.2%
COC(=O)[C@@]1(Cc2ccccc2)[C@H]2c3cc(C(=O)N(C)C)n(CCF)c3C[C@H]2CN1C(=O)c1ccccc1 | 1.4%
CC(C)(C)n1nnnc1C(c1cccs1)N1CCN(Cc2ccccc2)CC1 (stereo unspecified) | -0.3%
COc1ccc(CN2CCN(c3ccccn3)CC2)cc1OCc1ccccc1 | -5.2%
COC(=O)[C@H]1C[C@@H]1[C@H](NP(=O)(c1ccccc1)c1ccccc1)c1ccccc1 | -2.6%&-4.6%
CC1CCCC(C)N1C(=O)COc1ccc(-c2nnco2)cc1 (stereo unspecified) | 7.4%
CCOc1ccc(C(=O)c2cccs2)cc1 | -5.1%
CCn1cc(C(=O)NC2CCCCCC2)c(=O)c2cc(S(=O)(=O)N3CCCCC3)ccc21 | 12.9%
COc1ccc(N2CCN(C(c3cc4ccc(C)cc4[nH]c3=O)c3nnnn3C3CCCC3)CC2)cc1 (stereo unspecified) | -3.7%
ClCCCCl | 7.8%
CCn1c(SCC(=O)Nc2ccc3c(c2)OCCO3)nnc1-c1ccco1 | -0.7%
Cc1ccc(SCCCn2cncn2)cc1 | -1.5%
O=C(CSc1nnc(-c2ccc(O)cc2)n1Cc1ccco1)c1cccs1 | -1.9%
COc1cc(C2Nc3cccc4cccc(c34)N2)cc(OC)c1O | -3.1%
Cc1nn(-c2ccccc2)c(Cl)c1C1C(C#N)=C(N)Oc2n[nH]c(C)c21 (stereo unspecified) | -5.1%
COC(=O)CNC(=O)C(Cc1c[nH]c2ccccc12)NC(=O)OC(C)(C)C (stereo unspecified) | -0.1%
CC(=O)NC(NC(C)=O)c1ccc(N(C)C)cc1 | 16.7%
Cc1c(C(=O)OCCN2CCCCC2)oc2ccccc12 | -5.5%
Cc1noc(C)c1C(=O)Nc1sc2c(c1C(N)=O)CCC2 | -4.4%
CCOc1ccccc1NC(=O)C1CCN(S(=O)(=O)c2cccc3cccnc23)CC1 | 3.7%
O=C(C1CCN(c2nnc(-n3cccc3)s2)CC1)N1CCN(c2cccc(C(F)(F)F)c2)CC1 | 10.6%
COc1ccc(OC)c(-c2cc(C(=O)NCc3cccs3)no2)c1 | -6.0%
O=C1[C@H]2[C@@H](C(=O)N1c1cc(Cl)cc(Cl)c1)[C@]1(C(=O)Nc3ccccc31)N1CCC[C@@H]21 | 12.1%
CCOC(=O)C1=C(C)NC2=C(C(=O)CC(C)(C)C2)C1c1ccc2c(c1)CCCN2C (stereo unspecified) | -3.1%
CCN(CC)c1ccc(N)cc1 | 8.3%
COC(=O)c1ccc(NC(=O)C2CCN(S(C)(=O)=O)CC2)cc1 | -0.1%
Cc1cnc(-c2nnc(N(C)C(=O)c3ccccn3)s2)cn1 | -1.7%
CC1(C)Cc2noc(N)c2C(C)(C)N1OC(=O)c1ccco1 | -4.6%
COc1ccccc1CN(Cc1cc2cc(C)ccc2[nH]c1=O)Cc1nnnn1CC1CCCO1 (stereo unspecified) | -1.5%
O=C(Cc1cc(=O)oc2cc(O)ccc12)NCC1CCC(C(=O)O)CC1 (stereo unspecified) | -0.3%
c1ccc2c(c1)ncc1cccn12 | 3.7%
CNc1nc(-c2ccc(N(C)C)cc2)nc2ccccc12 | 8.7%
Cc1ccc(C2CC(c3cccc(C)c3)n3ncnc3N2)cc1 (stereo unspecified) | 9.5%
CCN1CCN(CC(=O)Nc2ccc3c(c2)OCO3)C(=O)C1=O | 12.2%
CC(Sc1nnc2ccccn12)C(=O)Nc1ccc(Cl)cn1 (stereo unspecified) | -4.1%
COc1cccc(OC)c1C(=O)Nc1ccc(NC(=O)c2ccco2)cc1 | -3.1%
CCOC(=O)N1CCN(S(=O)(=O)N(C)C)CC1 | 1.0%
OC(COCc1ccccc1)CN1CCN(c2ccccc2)CC1 (stereo unspecified) | 1.9%
CCCCSc1cc(C)nc2ncnn12 | -0.7%
C=C(C)Cn1c(CCCNC(=O)C(C)(C)C)nc2ccccc21 | -5.6%
O=C(CSc1nnc(-c2ccncc2)o1)Nc1ccccc1Cl | -3.7%
COc1cc(-c2cc(=O)c3ccccc3o2)ccc1O | -1.5%
CC(C)c1ccc(NC(=O)C(c2ccccc2)N2CCOCC2)cc1 (stereo unspecified) | 4.4%
CCOc1ccccc1N(C(=O)CNC(=O)c1ccco1)C(C(=O)NC(C)(C)C)c1ccncc1 (stereo unspecified) | -1.4%
CCN(CC)CCCNc1oc(-c2cccc(Cl)c2)nc1C#N | -2.9%
CC1=C(C(=O)OCC(C)C)C(c2cc3c(cc2Br)OCO3)NC(=O)N1C (stereo unspecified) | 8.9%
O=C(c1ccco1)N1CCC(n2nnc3ccccc32)CC1 | 2.2%
O=C(CSc1ccccc1Cl)c1ccco1 | -1.7%
Cc1c(C)n(CC(O)CN2CCOCC2)c2ccccc12 (stereo unspecified) | -2.6%
CCCn1c(C2CC(=O)N(c3cc(OC)ccc3OC)C2)nc2ccccc21 (stereo unspecified) | 15.8%
C[C@H]1[C@H](NC(=O)/C(=N/OC(C)(C)C(=O)O)c2csc(N)n2)C(=O)N1S(=O)(=O)O (stereo in doubt) | 0.002µM*
CC1CCCCN1S(=O)(=O)c1ccc(C(=O)Nc2nnc(-c3ccccc3Cl)o2)cc1 (stereo unspecified) | -6.4%
CC(=O)CC(=O)[C@@]1(O)CC[C@@H]2[C@@H]3C=C(C)C4=CC(=O)CC[C@@H]4[C@H]3CC[C@]21C | -0.9%[12.8 µM]
CCOC(=O)N1CCC(NC(=O)Cn2ncn3c(cc4sc(CC)cc43)c2=O)CC1 | -4.3%
CCOc1c(C#N)c(C#N)c2nc(C)cc(C)n12 | -2.8%
CC(C)NC(=O)C1CCN(C(=O)N(C)C)CC1 | 0.0%
CCCc1nc2c(o1)CC(CC(C)SCC)CC2=O (stereo unspecified) | -2.1%
CCOC(=O)Cn1c(-c2nonc2NC(=O)c2ccccc2F)nc2ccccc21 | 3.7%
O=C(Cn1c(N2CCN(c3ccccc3)CC2)nc2ccccc21)c1ccccc1 | 14.2%

# Remaining list, next part.
compound | AmpC det inh
CCOC(=O)C(NC(=O)c1ccccc1OCC)(Nc1ncccn1)C(F)(F)F (stereo unspecified) | -3.2%
O=C(C1COc2ccccc2O1)N1CCCC1 (stereo unspecified) | 5.6%
COc1ccccc1NC(=O)CSc1nnc(CC(=O)Nc2ccccc2)n1C | 2.0%
Cc1cccc2cc3c(NC(=O)CC(C)C)nn(C)c3nc12 | -2.2%
COc1cccc(Nc2ncc3nc(-c4ccc(F)cc4)c(=O)n(C)c3n2)c1 | 0.9%
O=C(O)CC1CCCC(c2ccccc2)C1=O (stereo unspecified) | -1.7%
COc1ccc(CNc2ncncc2-c2cccc(C#N)c2)c(OC)c1 | -1.1%
CCS(=O)(=O)n1nc(-c2ccc(OC)cc2)nc1SC | 0.6%
CCn1c(SCC(=O)N2CCCc3ccccc32)nnc1-c1c[nH]c2ccccc12 | -5.2%
O=c1[nH]c2ccccc2n1C1CCN(CCCC(c2ccc(F)cc2)c2ccc(F)cc2)CC1 | -0.1%
COc1ccc(NC(=O)CC(=O)Nc2ccc(OC)cc2OC)c(OC)c1 | -3.5%
CCCCOC(=O)C(C)Nc1n[nH]c(=O)[nH]c1=O (stereo unspecified) | -3.4%
CCCCn1c(SCc2cccnc2)nc2c1c(=O)n(C)c(=O)n2C | 5.8%
Cc1csc(NC(=O)CSc2nnc(-c3ccc(S(=O)(=O)N4CCCC4)cc3)o2)n1 | 0.4%
O=C1CCCc2c1cc(C(=O)NCc1ccco1)c(=O)n2-c1ccc(Cl)cc1 | -1.1%
CCC(=O)Nc1ccc(NC(=O)CSc2nnnn2CC)cc1C | -4.0%
CC12CCC(c3c(C(=O)Nc4nccs4)nn(-c4ccccc4)c31)C2(C)C (stereo unspecified) | 0.7%
NC(=O)c1c(NC(=O)CN2CCCC2)sc2c1CCCC2 | 0.7%
Cc1cc(=O)oc(C)c1C(=O)NCCCN1C(C)CCCC1C (stereo unspecified) | 1.6%
Cc1nnc(SCC(=O)NC(=O)NC(C)(C)C)n1N | -1.0%
CS(=O)(=O)N(CC(=O)NC1CCCCCC1)Cc1ccccc1 | 0.3%
COc1ccc(OC)c(NC(=O)CSc2nnc(Cn3c(=O)sc4ccccc43)n2C)c1 | 1.8%
Cc1ccc(OCc2nnc(SCCN3CCOCC3)n2C)cc1 | 0.8%
Cc1sc2ncn(CCC(=O)O)c(=O)c2c1C | -1.9%
CCOC(=O)/C(C(N)=NCCO)=C(/O)c1ccccc1 | -5.5%
COc1ccc(-c2ccc(-c3noc(-c4ccccc4OC)n3)c(OC)n2)cc1 | 0.5%
Cn1c(=O)oc2cc(S(=O)(=O)NCCC(=O)N3CCc4ccccc4C3)ccc21 | -4.0%
Cc1ccc(C(C)(C)C)cc1 | 5.6%
CC(C)=CCC1=C(OCC(=O)O)C(=O)c2ccccc2C1=O | 2.3%[5.75 µM]
COc1ccccc1N1CCN(c2nc(N)c(C#N)c(CC#N)c2C#N)CC1 | -5.9%
CCOc1ccc(C(=O)NCCCN(CC)CC)cc1 | 9.0%
CCOC(=O)COc1ccc(S(=O)(=O)N2CCN(c3ccccc3F)CC2)cc1 | 17.0%
Cc1nc2ccc(S(=O)(=O)NCC(=O)N3CCOCC3)cc2s1 | -3.5%
CCC(=O)Nc1ccccc1-c1nnn(CC(=O)N2c3ccccc3CC2C)n1 (stereo unspecified) | 2.6%
Cc1cc(NC(=O)c2ccccc2)ncc1NC(=O)c1ccco1 | 11.1%
O=C(COc1cccc(C(F)(F)F)c1)NCCCN1CCCC1=O | -4.2%
c1ccc(-c2nnc3sc(CN4CCc5ccccc54)cn23)cc1 | 1.6%
CCOC(=O)c1ccc(NC(=O)C23CCC(C)(C(=O)O2)C3(C)C)cc1 (stereo unspecified) | -2.0%
CCOc1ccc2[nH]c(=O)c(C(c3nnnn3CC3CCCO3)N3CCc4ccccc4C3)cc2c1 (stereo unspecified) | -4.3%
CCOc1ccc(-c2nc(-c3ccccc3C)no2)cc1 | 0.3%
CC/C=C\C/C=C\C/C=C\CCCCCCCC(=O)O | 7.6%
NC(=O)c1cc(-c2ccccc2)sc1NC(=O)Cc1ccc(S(=O)(=O)N2CCOCC2)s1 | 0.9%
Cc1cc(NC(=O)c2c(F)c(F)c(F)c(F)c2F)no1 | 1.3%
CC(C)[C@@]1(NC(=O)[C@H]2C[C@H]3c4cccc5[nH]cc(c45)C[C@@H]3N(C)C2)O[C@]2(O)[C@H]3CCCN3C(=O)[C@H](Cc3ccccc3)N2C1=O | 0.9%
CC(=O)C(Sc1nc(N2CCOCC2)nc(N2CCOCC2)n1)C(=O)Nc1ccccc1 (stereo unspecified) | -6.9%
Cc1nc(N)sc1-c1csc(Nc2ccccc2)n1 | -2.4%
Cn1c(NC(=O)C2c3ccccc3Oc3ccccc32)cc(=O)n(C)c1=O | -4.1%

# An excerpt; count on the stated rates, not on these rows.
